Bioassay records: PubChem, several laboratories
FID counter – fluorescent intercalator displacement, NS3 helicase counter-screen; DNA fluorescent intercalator displacement, fluorescence; inhibition, % at 7.9 µM; 290,000 tested, 0.17% active; AID 1845; in the data active = inhibition above about 37%;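 also: 0% = vehicle and 100% = reference compound; higher means more ethidium bromide displaced from hairpin DNA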
UBC9 SUMO inh – SUMOylation inhibition. HTRF SUMOylation assay, SAE1/SAE2 + UBC9, in vitro. inhibition, % at 35 µM. 290,000 tested, 0.36% active. AID 2006; in the data active = inhibition above about 50%, passing the limit was not always enough; also: strong numbers were not always called active
Target sequence (P63279 whole entry, looked up): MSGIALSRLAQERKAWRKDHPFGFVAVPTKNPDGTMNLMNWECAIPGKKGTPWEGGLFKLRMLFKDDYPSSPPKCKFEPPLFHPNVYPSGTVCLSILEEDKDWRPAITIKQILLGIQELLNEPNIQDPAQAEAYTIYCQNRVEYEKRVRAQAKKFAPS
VIM-2 inh – inhibitors of Pseudomonas aeruginosa VIM-2 metallo-beta-lactamase; inhibition, % at 5.6 µM; purified VIM-2, nitrocefin hydrolysis, epi-absorbance fluorescence; 290,000 tested, 0.89% active; AID 1527;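 active = inhibition above the mean of all tested compounds plus 3 SD, cutoff set per screening run, cut at about 7.5% in these data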;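 also: red hydrolysis product quenches plate fluorescence so inhibitors raise well fluorescence; 0% = enzyme with DMSO and 100% = DMSO without enzyme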
M18AAP inhibitor – blocks P. falciparum M18 aspartyl aminopeptidase. recombinant PfM18AAP, H-Glu-NHMec fluorogenic cleavage. inhibition, % at 7.35 µM. 290,000 tested, 1.2% active. AID 1822;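 active = inhibition above the campaign mean inhibition over all tested compounds plus 3 SD, cut at about 28% in these data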;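 also: 0% = plate median of test compound wells and 100% = 2 mM ZnCl2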
HCV NS3 hel inh – inhibitors of Hepatitis C virus NS3 helicase; NS3 helicase DNA unwinding, Cy5 molecular beacon fluorescence; inhibition, % at 10.9 µM; 290,000 tested, 0.56% active;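 active = inhibition above the mean of all tested compounds plus 3 SD, set per campaign, cut at about 35% in these data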;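 also: 0% = DMSO wells and 100% = thioflavine S control wells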
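Material: hepatitis C virus NS3 helicase domain fragment enzyme; measured by: Cy5 fluorescence, 0 and 60 min reads; control set: DMSO and thioflavine S; incubation: 60 min unwinding reaction at 25 °C after ATP addition; read-out basis: % inhibition from 60/0 min fluorescence ratio, DMSO 0%, thioflavine S 100%; repeats: singlicate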
NALP1 yeast inh – inhibitors of NALP1 inflammasome in yeast; S. cerevisiae NALP1/ASC/caspase-1 growth, X-gal OD620, 72 h; inhibition, % at 10 µM; 280,000 tested, 0.61% active; AID 2071; in the data active = inhibition mostly above about 24%, no sharp cut-off; inactive = mostly below about 32%; also: some compounds called inactive have numbers as strong as hits
MEKK2mut PB1 HTS – signal of MEK5 binding to mutant human MEKK2 PB1 domain; bead flow cytometry, Alexa488-MEK5 binding to MEKK2 mutant; 290,000 tested, 0.35% active; percent response, % at 10 µM; in the data active = percent response above about 24%, passing the limit was not always enough; also: inactives centre near 1; some results filed as inactive read as strong as hits
MEKK2wt PB1 HTS – raises or lowers MEK5 binding to wildtype human MEKK2 PB1 domain | bead flow cytometry, Alexa488-MEK5 binding to MEKK2 WT; actives lie on both sides | Q9Y2U5 | 290,000 tested, 1.1% active | AID 1531 | binding response (% of control), % at 10 µM; in the data active = binding response below about 67% or above about 130%
IMP-1 inhibitor – inhibitors of Pseudomonas aeruginosa IMP-1 metallo-beta-lactamase; purified IMP-1, nitrocefin hydrolysis, epi-absorbance fluorescence; inhibition, % at 5.6 µM; 290,000 tested, 0.45% active;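 active = inhibition above the mean plus 3 SD of all compounds in the same screening run, cut at about 4.5% in these data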;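 also: 0% = IMP-1 with DMSO and 100% = DMSO wells lacking enzyme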
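Assay system: purified recombinant IMP-1 beta-lactamase. Input: IMP-1 0.2 nM before substrate addition. Buffer or medium: Zinc- and detergent-supplemented HEPES buffer, pH 7.1. Schedule: 25 °C, 15 min preincubation, 25 min reaction. Signal: Epi-absorbance fluorescence, 480 nm excitation, 530 nm emission. Evaluation: percent inhibition from optical density relative to buffer-blank wells.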
* hit, by the source's call; nt = not tested or not shown. Outcome played no part in choosing rows; overall some 4.7% were active at least once.

SMILES	FID counter	UBC9 SUMO inh	VIM-2 inh	M18AAP inhibitor	HCV NS3 hel inh	NALP1 yeast inh	MEKK2mut PB1 HTS	MEKK2wt PB1 HTS	IMP-1 inhibitor
O=C(Nc1ccc(NC(=O)c2cccs2)c(Cl)c1)c1ccco1	-3	0	-1.9	-5	2	-8	-8	84	-0.4
CCN(CC)S(=O)(=O)c1ccc2oc(C(=O)NC3CCCc4ccccc43)c(C)c2c1 (stereo not drawn)	-10	-3	-2.0	-12	2	48	-1	101	-4.1
COc1ccc(C(=O)NC(=S)Nc2cccnc2)cc1OC	4	-1	-2.1	5	2	2	-1	100	1.9
Cc1cc(C(=O)OCC(=O)c2ccc(Br)s2)no1	7	4	-2.8	-5	5	1	11	117	-2.8
O=C(C1CCN(S(=O)(=O)c2cccs2)CC1)N(c1ccccn1)C1CCCCC1	-9	13	-0.4	-2	5	4	6	100	-1.3
Clc1nnc(NN=C2CCCC2)c2ccccc12	-8	10	0.4	5	-1	10	-3	90	-1.7
CS(=O)(=O)N(CC(=O)NCCC1=CCCCC1)C1CCCCC1	-24	-6	0.2	-1	7	7	3	105	0.0
CCOc1ccc(C(=O)NCc2ccncc2)cc1OCC	-5	-3	-2.0	3	2	20	7	109	-2.8
CON1C(=O)C(=O)N(OC)C2CCCCC21 (stereo not drawn)	1	16	-6.7	3	-5	5	nt	nt	-3.5
Oc1ccc(O)c(Cc2nc3ccccc3s2)c1	-11	-13	2.1	-12	13	6	-2	102	-0.9
O=C1N=C(N2CCOCC2)S/C1=C/c1cccs1	-2	-9	-0.2	-5	2	16	7	112	-1.2
CCCN(CC(=O)Nc1ccc(C(N)=O)cc1)CC(=O)Nc1ccc(F)c(F)c1F	-18	5	-0.6	1	-10	29	-12	95	1.2
O=C(c1c(F)cccc1F)N1CCCc2ccccc21	-2	-1	-0.4	2	13	16	1	104	-1.0
O=C(O)c1ccc2nc(-c3ccccc3)c(-c3ccccc3)nc2c1	-39	21	0.8	-3	24	-4	0	99	0.0
CC(C)c1ccc(NC(=O)C(c2ccccc2)N(C)C(=O)c2cnccn2)cc1 (stereo not drawn)	-26	-5	-0.6	3	10	13	-11	95	-1.1
COC(=O)[C@H](CCSC)NC(=O)Nc1ccc(OC)cc1OC	-1	8	-2.3	4	4	10	2	98	-1.8
COc1ccc(NS(=O)(=O)Cc2ccccc2Cl)cn1	1	17	-2.9	6	-2	-14	-7	90	-2.5
COCc1cc(C)nc(NC2CCCCC2)c1C#N	0	-2	-1.1	0	0	34	2	105	-7.8
O=C(CSc1nc2ccccc2c(=O)n1CCCC(=O)N1CCCC1)NCc1ccco1	-35	1	0.1	8	12	7	0	96	-0.8
CN(C)C(=O)c1ccc(Cl)cc1[N+](=O)[O-]	-3	2	-1.8	-5	8	4	-4	97	-1.8
CSc1cccc(NC(=S)N2CCC(N(C)C(C)C)CC2)c1	3	5	1.2	11	-3	10	-12	63	-0.5
CC(C)n1c(SCC(=O)NCc2ccco2)nnc1C1CC1	-23	14	-1.9	28*	34	13	5	100	-1.9
CCn1ncc(Br)c1C(=O)Nc1ncc(C)s1	2	17	-2.0	1	-6	27	-1	92	-1.4
CCOC(=O)c1c[nH]c2nc(C)ccc2c1=O	-2	14	-0.2	0	3	4	-1	96	0.6
CN(C)c1ccc(P(=O)(COc2ccc([N+](=O)[O-])cc2)c2ccc(N(C)C)cc2)cc1	-36	-3	0.2	-10	4	21	-2	98	-1.5
c1cncc(-c2csc(-c3cccnc3)n2)c1	-9	6	-0.9	-1	-1	8	9	104	-3.5
C=CCNC(=O)C1CC(=O)N(c2ccc(OCC(=O)Nc3ccccc3)cc2)C1 (stereo not drawn)	-12	11	-2.2	3	-5	21	0	100	-2.7
C=CCn1c(=O)/c(=C/c2ccc(C)o2)s/c1=C(/C#N)C(=O)c1ccccc1	-5	17	-1.9	9	16	-9	-6	79	-1.1
O=C(Cn1cnc2ccccc21)Nc1ccccc1-c1ccccc1	-7	2	-1.7	-2	3	0	5	115	-4.1
Cc1cccc(Nc2nc(N)c([N+](=O)[O-])c(N3CCC(C)CC3)n2)c1	-5	-13	-2.6	0	-72	30	-3	96	-0.3
O=C(Nc1cccc2ccccc12)N1CC=C(c2ccccc2)CC1	2	8	-3.1	-16	7	18	-6	88	-1.3
CNC(=O)c1ccsc1NC(=O)c1sc2ccccc2c1Cl	1	25	-2.8	5	-1	46	-4	97	-3.1
O=[N+]([O-])c1ccc(C[n+]2cccc3ccccc32)cc1	4	15	-1.8	-11	-25	-3	98*	84	-2.1
O=C1/C(=C/c2ccc(F)cc2)SC(=S)N1N1CCOCC1	-4	9	-2.0	-2	-5	nt	-16	92	-4.0
COc1ccccc1CN(CC(=O)NCc1ccc(F)cc1)C(=O)c1csnn1	-21	10	0.8	-8	6	23	3	108	-0.8
COc1ccc(-c2cc(-c3ccccc3)nc(-c3ccc4c(c3)NC(=O)CO4)c2)cc1	0	-3	-2.4	-11	0	17	-2	96	2.4
CC1CC(C)CN(C(=O)Cn2c(=O)n(CCCCC(=O)NC3CCCC3)c(=O)c3ccccc32)C1 (stereo not drawn)	-11	10	-2.8	-1	-6	-2	-1	103	-1.5
COc1ccccc1NC(=O)C1CCN(c2ncnc3c2nc2n3CCCCC2)CC1	-50	nt	-0.1	1	11	12	-2	97	0.5
O=C(NNc1nc(N2CCOCC2)nc(N2CCOCC2)n1)Nc1ccc(Cl)cc1	-1	19	-3.9	3	-4	7	-1	105	-2.4
COc1ccc(C(=O)OCC(=O)NC2CC2)cc1S(=O)(=O)N1CCOCC1	3	-2	0.2	-3	-5	-8	-6	93	-0.7
Cc1ccc(-c2csc3ncnc(Nc4ccc(C(=O)O)cc4)c23)cc1	-17	30	0.0	-3	6	nt	20	111	-0.9
O=C(Nc1nc(-c2ccc(F)c(F)c2)cs1)c1ccc(OCC2CCCO2)cc1 (stereo not drawn)	2	-22	-0.9	1	-1	30	9	99	-2.5
CCn1c(CNS(=O)(=O)c2ccc(Br)cc2)n[nH]c1=S	-11	15	-4.9	15	-1	-9	-2	98	-1.6
CC(=O)N1CCc2cc(S(=O)(=O)NCCC(=O)NC3CCCc4ccccc43)ccc21 (stereo not drawn)	-19	2	-2.4	4	-11	9	nt	nt	-4.3
COc1ccc(NC(=O)C23CCC(C)(C(=O)C2)C3(C)C)cc1 (stereo not drawn)	-3	5	-2.1	5	3	6	11	105	-2.9
Cc1ccc(NC(=O)Cn2nnc3ccccc3c2=O)cc1	5	1	-1.1	1	6	7	-17	68	-0.7
CCc1c(C)nc2ncnn2c1NCCc1ccc(Cl)cc1	4	12	7.6	-1	6	-4	-7	91	-2.1
Cc1cc(C)n2nc(CNS(=O)(=O)c3ccc([N+](=O)[O-])cc3)nc2n1	3	1	-0.2	1	2	10	-5	97	-2.5
COc1ccc(CC(NC(C)=O)C(=O)N2CCN(C(=O)Nc3cccc(F)c3)CC2)cc1OC (stereo not drawn)	-14	6	-0.9	1	-3	2	-7	89	-2.4
C#Cc1ccc([C@@H]2C=C(C(=O)N3CCN(Cc4ccc5c(c4)OCO5)CC3)O[C@H](OCCCCO)C2)cc1	-26	-4	-0.9	2	-15	-6	-4	94	-1.4

The list continues:
SMILES	FID counter	UBC9 SUMO inh	VIM-2 inh	M18AAP inhibitor	HCV NS3 hel inh	NALP1 yeast inh	MEKK2mut PB1 HTS	MEKK2wt PB1 HTS	IMP-1 inhibitor
O=C(OCCN1C(=O)c2ccccc2C1=O)c1cccs1	-5	16	-2.9	2	-4	11	-1	99	-3.4
CC1CN(/C=C/C=O)C(C)CC1OC(=O)c1ccccc1 (stereo not drawn)	-16	8	1.7	-2	-2	11	2	96	-2.0
CCC/C=N/NC(=O)c1[nH]c2c([N+](=O)[O-])cccc2c1C	2	0	0.5	-3	2	16	12	104	-2.0
Oc1ccc(N=Nc2c(O)ccc3ccccc23)cc1	26	-12	-1.5	0	9	nt	nt	nt	-5.5
CCC(=O)N1CCc2cc(S(=O)(=O)NCCC(=O)N3CCN(c4cccc(OC)c4)CC3)ccc21	-48	6	-1.8	-2	-10	8	-1	100	-6.2
O=C(CSCc1ccc([N+](=O)[O-])cc1)N/N=C/c1cccnc1	0	22	-1.5	-2	-2	-3	1	101	-2.3
CCCCn1c(N)c(N(CC(C)C)C(=O)c2cc(C)oc2C)c(=O)[nH]c1=O	-8	-5	-0.4	2	-1	2	4	105	-3.7
COc1cc(S(=O)(=O)N2CCCCCC2)ccc1-n1cnnn1	-11	15	-0.3	-5	2	12	-4	95	-1.5
CN(Cc1ccccc1)C(=O)c1cccnc1	0	8	0.1	-2	-4	5	10	115	-1.9
CC(C)c1ccc(-c2c(NCCc3ccccc3)c(=O)c2=O)cc1	-5	25	-3.8	3	-6	25	3	101	-1.6
COc1ccc(-c2cnc(N)nc2-c2ccc(OC)cc2)cc1	-20	21	-2.8	2	-13	6	6	101	-2.2
CC1CCCC(C)N1S(=O)(=O)c1ccc(S(=O)(=O)NCCc2ccncc2)cc1 (stereo not drawn)	-5	21	-3.6	4	-10	4	-1	93	-0.2
Cc1c(NC(=O)C(=O)/C=C(\O)c2ccc(Br)cc2)c(=O)n(-c2ccccc2)n1C	-19	1	-0.6	2	17	17	3	107	-0.7
COC(=O)c1ccc(Nc2nnc(-c3ccc(C)c(S(=O)(=O)NCC4CCCO4)c3)c3ccccc23)cc1 (stereo not drawn)	-3	4	-1.2	0	-1	16	-1	103	-1.5
CCCCn1c(SCC2CCCO2)nc2cc(S(N)(=O)=O)ccc21 (stereo not drawn)	-18	8	-0.3	1	-7	9	5	105	-2.1
CC(CC(=O)Nc1ccncc1)c1ccccc1 (stereo not drawn)	1	5	-2.8	0	7	9	5	108	-2.5
COc1ccc(CCNC(=O)CCN2C(=O)C3CC=CCC3C2=O)cc1OC (stereo not drawn)	-12	-1	-0.9	0	12	-84	2	95	-2.9
CCCNc1nc2c(c(=O)n(C)c(=O)n2C)n1Cc1cccc(C)c1	-16	30	-2.0	1	4	23	1	103	-1.7
COC(=O)c1ccc(C2/C(=C(\O)c3cccc(OC)c3)C(=O)C(=O)N2CCCN(C)C)cc1 (stereo not drawn)	-1	1	-3.0	5	0	21	0	100	-2.9
CCCCN(C(=O)CN1CC(C)OC(C)C1)c1c(N)n(CC(C)C)c(=O)[nH]c1=O (stereo not drawn)	-1	-17	-2.6	1	-5	22	15	110	-3.8

With a hit mark in M18AAP inhibitor, among the entries above:
| mol | UBC9 SUMO inh | VIM-2 inh | M18AAP inhibitor | HCV NS3 hel inh | NALP1 yeast inh | MEKK2mut PB1 HTS | MEKK2wt PB1 HTS | IMP-1 inhibitor |
| --- | --- | --- | --- | --- | --- | --- | --- | --- |
| CC(C)n1c(SCC(=O)NCc2ccco2)nnc1C1CC1 | 14 | -1.9 | 28* | 34 | 13 | 5 | 100 | -1.9 |
